Fam108B inh – Fam108B inhibition, counter-screen for RBBP9 inhibitors. recombinant Fam108B, FP-Rh probe fluorescence polarization. inhibition, % at 9.51 µM. 300,000 compounds, 0.33% hits. AID 1947;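 active = inhibition above the screen mean inhibition plus 3 SD, computed separately per campaign, cut at about 18% in these data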;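 also: inhibitors lower polarization as less probe binds the enzyme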
PME-1 inh – blocks human protein phosphatase methylesterase 1. Q9Y570. recombinant PME-1, FP-Rh probe fluorescence polarization. inhibition, % at 5.9 µM. 320,000 compounds, 0.53% hits. AID 2130;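 active = inhibition above the campaign mean of all compounds plus 3 SD, cut at about 26% in these data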;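 also: competitive labeling of PME-1 active site by serine hydrolase directed probe; 0% = PME-1 with DMSO and 100% = wells lacking PME-1 enzyme; inhibitors block probe labeling so polarization falls and inhibition rises; many of its hits are not listed in these tables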
GSTO1 counter – GSTO1 inhibition, counter-screen for RBBP9 inhibitors | 300,000 compounds, 1.1% hits | inhibition, % at 5.96 µM | recombinant GSTO1, activity-based probe fluorescence polarization | P78417;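 active = inhibition above the campaign mean inhibition plus 3 SD, cut at about 35% in these data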;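 also: 0% = GSTO1-1 with DMSO and 100% = wells lacking GSTO1-1 enzyme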
PAD4 FP inh – inhibitors of human PAD4 | Q9UM07 | AID 485272 | recombinant PAD4, RCA probe fluorescence polarization | inhibition, % at 6.36 µM | 330,000 compounds, 0.41% hits;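 active = percent inhibition above a cutoff equal to the mean of all tested compounds plus 3 SD, cut at about 15% in these data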;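 also: 0% = PAD4 with RCA probe and DMSO and 100% = probe without PAD4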
TPT1 inhibitor – blocks Candida albicans tRNA 2'-phosphotransferase; inhibition, % at 5 µM; 300,000 compounds, 0.81% hits; recombinant caTPT1, FP RNA substrate dephosphorylation;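 active = inhibition above the mean of all tested compounds plus 3 SD, set per screening campaign, cut at about 24% in these data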;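 also: plate controls were DMSO alone for no effect and ferristatin control at 100 nM for full effect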
MCL1 BIM primary – inhibitors of human MCL1 binding to BIM-BH3 peptide. inhibition, % at 10.9 µM. 320,000 compounds, 0.68% hits. Q07820. GST-MCL1 / FITC-Bim-BH3 fluorescence polarization;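 active = inhibition above the mean inhibition of all tested compounds plus 3 SD, set per campaign, cut at about 40% in these data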;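 also: 0% = DMSO wells and 100% = unlabeled Bim-BH3 peptide control; higher means more loss of mP so more displacement of Bim peptide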
GLD-1 TGE inh – GLD-1-TGE RNA interaction inhibition (C. elegans). 320,000 compounds, 0.44% hits. Q17339. purified GLD-1 + fluorescein TGE RNA, fluorescence polarization. inhibition, % at 5.96 µM. AID 2280;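 active = percent inhibition above a per-plate cutoff, the plate mean of test compounds plus 3 SD, cut at about 30% in these data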;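 also: 0% = DMSO wells with GLD-1 and probe and 100% = wells lacking GLD-1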
Target sequence (Q17339 whole entry, looked up): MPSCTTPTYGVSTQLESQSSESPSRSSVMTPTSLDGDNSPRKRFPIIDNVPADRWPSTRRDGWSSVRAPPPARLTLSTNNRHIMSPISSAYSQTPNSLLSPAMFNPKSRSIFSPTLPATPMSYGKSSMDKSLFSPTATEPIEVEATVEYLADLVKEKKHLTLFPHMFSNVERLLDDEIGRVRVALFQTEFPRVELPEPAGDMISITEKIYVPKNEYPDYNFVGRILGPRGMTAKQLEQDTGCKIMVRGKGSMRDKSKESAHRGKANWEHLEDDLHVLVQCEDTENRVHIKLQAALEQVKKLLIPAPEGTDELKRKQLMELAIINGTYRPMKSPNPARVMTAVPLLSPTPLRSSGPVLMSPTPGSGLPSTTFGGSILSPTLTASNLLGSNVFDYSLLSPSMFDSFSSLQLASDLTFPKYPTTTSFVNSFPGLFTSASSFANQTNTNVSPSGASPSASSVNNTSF
MEX-5 binding – C. elegans MEX-5 TCR-2 RNA binding activity | MEX-5/FITC-TCR2 RNA binding, fluorescence polarization; stronger effect = lower value | AID 1832 | 300,000 compounds, 0.38% hits | activity score (negative = inhibition of binding), % at 10 µM | Q9XUB2;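 active = inhibition past about -25% in most replicates, and total fluorescence under double the plate's negative control median, limit read from the data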;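 also: 0% = DMSO and -100% = 5 µM competing unlabeled TCR2 RNA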
Target sequence (Q9XUB2 whole entry, looked up): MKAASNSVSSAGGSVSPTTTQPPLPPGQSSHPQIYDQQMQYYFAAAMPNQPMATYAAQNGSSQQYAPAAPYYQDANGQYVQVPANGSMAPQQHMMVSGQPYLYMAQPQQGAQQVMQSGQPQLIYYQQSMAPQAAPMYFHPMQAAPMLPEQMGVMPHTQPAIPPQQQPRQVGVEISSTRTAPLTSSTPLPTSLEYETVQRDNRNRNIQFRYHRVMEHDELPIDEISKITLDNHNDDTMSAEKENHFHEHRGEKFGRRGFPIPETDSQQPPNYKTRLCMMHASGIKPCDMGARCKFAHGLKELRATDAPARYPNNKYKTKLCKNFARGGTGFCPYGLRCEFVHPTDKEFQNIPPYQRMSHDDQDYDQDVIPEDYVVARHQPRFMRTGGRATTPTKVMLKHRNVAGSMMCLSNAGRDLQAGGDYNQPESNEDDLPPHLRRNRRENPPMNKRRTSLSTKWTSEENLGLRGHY
Bcl-xL primary – inhibitors of human Bcl-xL. GST-Bcl-xL / FITC-Bim BH3 peptide fluorescence polarization. inhibition, % at 10.9 µM. 320,000 compounds, 0.7% hits. AID 2129;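 active = inhibition above the mean of all tested compounds plus 3 SD, cutoff set per campaign, cut at about 30% in these data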;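 also: 0% = DMSO wells and 100% = unlabeled Bim-BH3 peptide competitor; inhibitors lower millipolarization by displacing the labeled peptide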
* hit, by the source's call; nt = no result given. A portion of the library. The share of hits here may be higher or lower than overall.

SMILES	Fam108B inh	PME-1 inh	GSTO1 counter	PAD4 FP inh	TPT1 inhibitor	MCL1 BIM primary	GLD-1 TGE inh	MEX-5 binding	Bcl-xL primary
Clc1ccc(C2[C@H]3CN(Cc4cccnc4)[C@H](c4ccccc4)C34CC2(c2cccnc2)C4)cn1 (stereo partly drawn)	0	7	-11	1	5	5	0	2.2	7
Clc1ccc(-c2nnc3sc(-c4ccc(Br)o4)nn23)c(Cl)c1	-11	-5	-4	-3	3	5	-1	-3.6	0
CC(C)Oc1ccc(N2CC(C(=O)Nc3ccccn3)CC2=O)cc1 (stereo not drawn)	2	-1	3	-1	-4	2	4	0.3	1
CCOC(=O)CC(C#N)c1cn(C)c2ccccc12 (stereo not drawn)	-6	-2	-1	3	7	-2	-1	2.8	4
CCCNC(=O)N1c2ccccc2Sc2ccccc21	-1	2	1	4	0	-5	6	-0.4	-1
CCOC(=O)CN1C(=O)C2Cc3ccccc3CN2C1=S (stereo not drawn)	2	2	12	-3	-1	1	-5	0.5	1
O=c1oc(-c2ccccc2Cl)nc2ccsc12	34*	2	-23	5	-2	0	2	-0.8	-7
CCCCNC(=O)CCCCn1c(=S)[nH]c2c([nH]c3ccc(OC)cc32)c1=O	-3	-2	13	-2	-2	-1	9	-0.9	0
CC(=O)N1CCN(S(=O)(=O)c2cccc(C(=O)Nc3nc4ccccc4[nH]3)c2)CC1	-1	8	2	-7	2	-1	-5	-0.4	-3
COCCn1c(SCC(=O)c2[nH]c(C)c(C(C)=O)c2C)nc2ccccc2c1=O	-4	-1	-2	-1	1	3	-4	1.3	6
CCOC(=O)C1(Cc2ccccc2C)CCCN(C(=O)CCc2c(C)noc2C)C1 (stereo not drawn)	0	-4	1	-3	2	3	2	-0.7	1
CCc1nc2c(sc3nc4c(cc32)COC(C)(C)C4)c(=O)n1Cc1ccco1	5	2	0	-5	4	6	-5	3.4	3
CCN(CC)CCCN1CC(O)=C(c2nc3ccccc3s2)C1=N	6	2	3	0	-1	11	-4	-4.8	2
Cc1ccc(C)c(N2CCN(C(=O)C34CC5CC(C3)CC(n3nnc(C)n3)(C5)C4)CC2)c1	-2	2	-5	-1	-1	7	9	0.8	6
O=C(Cc1ccccc1)N1CCN=C1SCc1ccc([N+](=O)[O-])cc1	-1	7	2	11	1	4	6	0.6	6
N#C/C(=C\C=C\c1ccccc1)c1nc(-c2ccc3c(c2)OCO3)cs1	-9	-1	-8	-1	37*	-30	-4	-5.8	3
COc1ccc(CNc2ccc3c(c2)nc(C)n3C)cc1	5	0	-5	-1	-1	14	12	-4.0	4
COc1ccccc1N(C)S(=O)(=O)c1ccc(C(=O)NCc2ccc3c(c2)OCO3)cc1	-2	-8	3	-4	-5	1	3	0.1	2
Cc1ccc(N2C3=C(C(=O)CC(C)(C)C3)C(c3cn(C)nc3C)C3=C2CC(C)(C)CC3=O)cc1	2	-1	2	10	-81	104*	88*	-6.6	93*
CCOC(=O)c1c(C)[nH]c(C)c1C(=O)COC(=O)c1ccc([N+](=O)[O-])s1	nt	1	nt	-5	nt	-3	12	nt	-3
COc1ccc(OCC(=O)N/N=C(\CCC(=O)O)c2cccs2)cc1	-3	-15	3	5	-5	2	6	0.3	4
CC(C)=CCN1CCN(Cc2ccc(Sc3nncn3C)o2)CC1CCO (stereo not drawn)	-2	-1	3	3	-1	6	8	-3.5	8
Cc1cc(NC(=O)CC2(CC(=O)O)CCCC2)n(C)n1	1	-4	-6	-1	4	-2	2	2.2	-1
CCc1ccc(CN2C(=O)CCC2(C)C(=O)NC2CCCC2)cc1 (stereo not drawn)	0	2	0	-5	1	1	-1	1.3	-1
CCN1CCc2c(sc(NC(=O)c3ccc(S(=O)(=O)N4CC(C)OC(C)C4)cc3)c2C(N)=O)C1 (stereo not drawn)	-1	2	-15	0	8	-9	-3	8.4	-4

New compounds follow:
SMILES	Fam108B inh	PME-1 inh	GSTO1 counter	PAD4 FP inh	TPT1 inhibitor	MCL1 BIM primary	GLD-1 TGE inh	MEX-5 binding	Bcl-xL primary
O=C(O)CCCC(=O)Nc1ccccc1Oc1ccccc1	-1	-1	3	-2	-1	0	1	-0.3	1
O=C(N/N=C\c1ccc(Cl)s1)c1cccs1	-1	-1	-15	0	2	6	16	3.5	2
COc1ccc(NC(=S)Nc2ccccc2SC)c(OC)c1	0	-3	12	-2	-2	8	7	0.5	13
O=C(CN1CCN(S(=O)(=O)N2CCCCC2)CC1)Nc1ccc(Cl)c(Cl)c1	0	-5	3	0	-1	9	8	1.0	7
Cc1c(Cl)c([N+](=O)[O-])nn1CCCC(=O)N1CCN(c2ccccc2)CC1	3	10	0	-2	1	6	2	1.9	2
N#CC1(Cc2ccccc2Cl)c2ccccc2C=CN1C(=O)c1ccccc1 (stereo not drawn)	-6	-1	1	0	-1	-4	6	2.4	3
Cc1ccccc1CN(C)C(=O)c1ccc2ccccc2n1	0	0	5	-3	0	3	9	1.5	6
CCCCOC(=O)c1ccc(Nc2ncnc3nc[nH]c23)cc1	2	-1	-4	-1	-4	4	-4	3.4	2
O=C1CCCN2N=C(SCC(=O)Nc3cccc(C(F)(F)F)c3)SC2=N1	0	0	2	-2	-5	-2	8	-1.1	0
Cc1ccc(C(C(=O)NC2CCCC2)N(Cc2ccc(F)cc2)C(=O)c2snc(C(N)=O)c2N)o1 (stereo not drawn)	0	-4	8	3	-1	10	2	-2.1	10
CCOc1ccc(CCNC(=O)c2ccc(S(=O)(=O)N3CCCC3)cc2)cc1OCC	-1	-1	1	0	-2	-1	-7	0.9	3
O=C(NCc1ccc(Cl)cc1)c1ccc2c(=O)n(CC3CCCO3)c(=S)[nH]c2c1 (stereo not drawn)	3	3	8	1	-3	5	2	-0.7	-3
CCc1nc2ccc(C(=O)NCCCN3CCN(c4ccc(F)cc4)CC3)cc2nc1CC	2	0	-1	0	0	-4	5	2.2	2
CCOC(=O)N1CCc2c(sc3ncn(Cc4ccc(F)cc4)c(=O)c23)C1	-4	0	-1	-1	6	-6	-1	2.1	-2
COc1ccc(S(=O)(=O)CCC(=O)NCc2ccc(C)o2)cc1	3	2	-1	-2	-4	15	-10	2.6	10
CCOC(=O)c1c(NC(=O)CSc2nnc(CNc3ccc(F)cc3)o2)sc(C(C)=O)c1C	-5	-3	-1	1	13	-14	1	0.8	-12
Cc1cc2c3c([nH]c2cc1S(=O)(=O)N1CCC2(CC1)OCCO2)CCCC3=O	0	-1	-3	-1	4	3	0	1.2	1
Cc1nc(C)n(CC(=O)N2CCCC(C(=O)c3ccc(Cl)cc3C)C2)n1 (stereo not drawn)	3	-6	-7	-2	2	3	-2	1.8	10
Cn1c2c(c(=O)n(C)c1=O)C(NS(=O)(=O)c1ccc(Cl)cc1)(C(F)(F)F)C(=O)N2 (stereo not drawn)	4	-2	13	-4	-1	2	6	-0.1	1
CN(C)c1nccc(Nc2ccccc2)c1C#N	1	-6	8	2	2	-9	-6	-0.2	-3
COCCNc1oc(-c2ccccc2Cl)nc1C#N	-1	-1	-5	0	0	-2	10	-0.7	1
Cc1nc2ccc(NC(=O)c3ccc(Cl)c(NC(=O)c4cccs4)c3)cc2s1	-15	-38	-42	-8	3	-7	-1	-3.0	3
Cn1nnnc1SCC(=O)Nc1ccccc1N1CCOCC1	0	3	-5	-2	6	7	-1	1.1	6
CCNC(=O)COC(=O)c1cc(-c2ccco2)nc2ccccc12	11	2	41*	3	-2	50*	22	-3.4	29
CC(=O)N/C(=C\c1ccccc1)C(=O)N1CCOCC1	-2	-6	4	-14	5	1	-2	-0.6	-4

(list continues)
SMILES	Fam108B inh	PME-1 inh	GSTO1 counter	PAD4 FP inh	TPT1 inhibitor	MCL1 BIM primary	GLD-1 TGE inh	MEX-5 binding	Bcl-xL primary
O=c1oc2ccccc2c(Nc2cccc3cccnc23)c1[N+](=O)[O-]	5	-7	-5	-6	-8	17	12	0.6	6
CCC(NS(=O)(=O)c1ccc(C)cc1)C(=O)N1CCOCCOCCOCC1 (stereo not drawn)	-3	-2	1	2	-5	-1	12	4.5	-1
Cc1onc(-c2ccccc2)c1-c1nnc(CN2CCN(S(=O)(=O)c3ccccc3F)CC2)o1	nt	2	nt	-6	nt	0	-6	nt	3
COc1ccc(-c2[nH]c(-c3cc(OC)c4c(c3)OCO4)nc2-c2ccccc2)cc1	19*	9	-1	9	5	-4	4	1.4	6
Cc1cc(C)cc(OCC(=O)Nc2cnn(CCCC(=O)O)c2)c1	2	8	-2	-3	-2	1	0	-1.4	5
COC(=O)N1CCN(c2ccc(C)c(C)c2)CC1	1	0	17	-2	-2	6	1	2.7	7
Cc1ccc(C)c(CN2CCCN(C(=O)Cn3ncc4c3-c3ccccc3OC4)C2)c1	1	0	1	-6	3	-2	3	0.4	0
COc1cc(O)c(C(CCN2CCCCC2)c2cc(OC)c(OC)c(OC)c2)c(OC)c1 (stereo not drawn)	-1	1	7	-5	2	-6	2	2.2	-3
O=S(=O)(Nc1ccc(Cc2ccncc2)cc1)c1ccc(Cl)cc1	1	-13	10	0	0	-4	1	2.4	4
CCC(C)Nc1ncnc2c1cnn2Cc1ccc(Cl)cc1 (stereo not drawn)	0	1	3	-2	-2	5	0	-0.1	2
CN(CC(=O)Nc1ccc(F)cc1)C(=O)COC(=O)Cc1c(F)cccc1Cl	7	-7	8	4	-5	-5	4	1.2	5
CCCCCCCC(=O)N1c2ccccc2NC(=O)C1CC(=O)Nc1ccc(C(=O)O)cc1 (stereo not drawn)	-1	-3	-1	-4	1	1	6	nt	-1
COc1ccccc1CNC(=O)/C=C/C(=O)O	-1	1	7	-5	-1	3	-4	3.0	-4
CCOc1ccc(N(C)c2ccc(/C=C3/SC(=S)NC3=O)cc2)cc1	3	-6	-1	-28	115*	-57	-42	3.8	-22
O=C(CN(Cc1cccs1)C(=O)CSc1nnc(COc2ccccc2)o1)NC1CCCC1	7	-4	2	0	-2	-8	4	2.8	-2
NC(=O)CCS(=O)(=O)CCN1CCN(S(=O)(=O)c2ccc3c(c2)CCC3)CC1	nt	1	nt	-6	nt	-2	-1	nt	0
CCN(CC)CCN1C(=O)C(O)=C(C(=O)c2cc3cccc(OC)c3o2)C1c1cccs1 (stereo not drawn)	-4	3	11	1	1	3	0	3.5	4
Cc1onc(-c2ccccc2Cl)c1C(=O)N1CCN(C/C=C/c2ccccc2)CC1	-4	2	6	3	2	7	-6	1.8	3
O=C(Cn1cnc2ccccc21)c1ccc(Cl)cc1	1	2	-1	2	0	0	1	0.9	5
CC1(C)CC(NC(=O)c2ccccc2)CC(C)(C)N1	-2	0	-3	-2	1	-1	0	4.6	-4
C/C(=N\NC(=O)c1cnccn1)c1ccc([N+](=O)[O-])cc1	2	-4	-6	-7	1	4	-5	-5.7	2
COc1ccc(/C=N/NC(=O)C2C(=O)NCC2c2ccccc2)c(OC)c1 (stereo not drawn)	4	-5	1	-8	-2	4	-1	-0.4	2
CCOC(=O)C1CCN(C(=S)Nc2cccc(C)c2)CC1	2	3	-1	-2	3	2	2	0.2	0
COCCCNC(=O)CNC(=O)c1nn(-c2ccc(OC)cc2OC)c(=O)c2ccccc12	0	-3	1	6	-3	0	-4	-0.1	6

Assay outcomes (PubChem)
